# High-throughput results from PubChem BioAssay.
# TEAD-YAP block = TEAD-YAP interaction inhibition | HEK-TIYL cells, TEAD-Gal4/YAP UAS-luciferase luminescence | inhibition, % at 9.12 µM | hit rate 1.4% among 640,000 | AID 1259422; in the data active = inhibition above about 32%;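 note: 0% = median of test compound wells and 100% = reference inhibitor wells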
# FBW7 activator = human FBW7 E3 ligase activation, primary screen; hit rate 0.13% among 650,000; Q969H0; normalized activity (activation), % at 26.1 µM; AlphaScreen FBW7–phospho-cyclin E peptide binding, activator screen; in the data active = normalized activity above about 1.9%;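 note: purified mutant Fbw7 with reduced substrate affinity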
# Target sequence (Q969H0 whole entry, looked up): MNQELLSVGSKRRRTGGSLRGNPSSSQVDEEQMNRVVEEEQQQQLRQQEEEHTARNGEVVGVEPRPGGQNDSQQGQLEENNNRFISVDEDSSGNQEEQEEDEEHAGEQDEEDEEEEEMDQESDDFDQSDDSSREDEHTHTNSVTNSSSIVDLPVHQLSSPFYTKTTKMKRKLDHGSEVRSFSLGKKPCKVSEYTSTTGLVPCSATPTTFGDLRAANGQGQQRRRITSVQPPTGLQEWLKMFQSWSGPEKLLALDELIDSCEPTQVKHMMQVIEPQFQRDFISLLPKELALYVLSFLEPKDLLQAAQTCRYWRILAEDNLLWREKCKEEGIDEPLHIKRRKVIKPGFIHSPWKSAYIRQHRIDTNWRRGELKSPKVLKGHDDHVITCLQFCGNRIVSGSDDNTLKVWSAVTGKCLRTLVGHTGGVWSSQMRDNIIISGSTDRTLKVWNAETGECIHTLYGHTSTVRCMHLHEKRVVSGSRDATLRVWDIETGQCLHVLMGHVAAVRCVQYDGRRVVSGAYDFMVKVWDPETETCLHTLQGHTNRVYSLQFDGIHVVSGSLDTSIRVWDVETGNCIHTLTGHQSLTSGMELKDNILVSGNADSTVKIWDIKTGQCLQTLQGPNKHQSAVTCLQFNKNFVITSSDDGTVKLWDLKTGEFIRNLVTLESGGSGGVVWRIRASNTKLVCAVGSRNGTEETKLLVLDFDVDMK
# GPR151 activ = activates the human receptor GPR151 | PathHunter beta-arrestin GPR151 cells, luminescence | activation, % at 11.2 µM | hit rate 1% among 650,000; in the data active = activation above about 4.9%;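 note: 0% = median of compound wells and 100% = cells with positive control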
# MITF primary = human MITF inhibition, primary screen; hit rate 0.91% among 650,000; O75030; inhibition, % at 2.6 µM; AlphaScreen MITF homodimerization, bead proximity signal; in the data active = inhibition above about 50%;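 note: 0% = vehicle wells with protein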
# * marks the source's active call; other numbers are inactive results. Rows are unselected; about 3.4% have a hit in one of these screens.
SMILES,TEAD-YAP block,FBW7 activator,GPR151 activ,MITF primary
Cc1ccc2sc(-c3ccc(NC(=O)c4ccc(Br)cc4)cc3)nc2c1,-6,0.0,1.9,12
Cc1cc(C)nc(NS(=O)(=O)c2ccc(NC(=O)c3ccc(O)cc3)cc2)n1,8,-0.4,0.9,2
CCOc1ccc2nc(NC(=O)c3cn(CC)c4nc(C)ccc4c3=O)sc2c1,-6,-0.2,-1.7,25
O=C(c1cnc2ccccn2c1=O)N(c1ccccc1)C1CCCCC1,5,0.0,0.1,3
Cc1c(NC(=O)CN(c2cc(C(F)(F)F)ccc2Cl)S(=O)(=O)c2ccccc2)c(=O)n(-c2ccccc2)n1C,-5,0.7,0.9,-4
O=[N+]([O-])c1ccc2nonc2c1N1CCOCC1,5,-0.1,0.6,10
Cc1ccc(Nc2nc(N/N=C/c3ccccc3O)nc(N3CCOCC3)n2)cc1,-8,-0.1,-0.3,1
N#Cc1c(-c2ccccc2)cc(-c2ccccc2)nc1SCC1COc2ccccc2O1 (stereo unspecified),-2,0.3,-1.3,-2
O=C(Nc1ccc(F)cc1)c1cccs1,-13,-0.1,-2.1,-4
O=C(CCN1C(=O)/C(=C\c2ccco2)SC1=S)NC12CC3CC(CC(C3)C1)C2,8,0.0,-1.0,11
CCN(CC)C(=O)C1CCCN(c2nc3c(Nc4ccccc4)ncnc3n2C(C)C)C1 (stereo unspecified),-4,0.0,-0.1,4
COc1cccc(CN(C)C(=O)Nc2c(F)cc(-c3cn[nH]c3)cc2N(C)C)c1,-23,-0.2,0.6,-2
Nc1nc(CSc2nnnn2-c2ccc(Cl)cc2)nc(N2CCOCC2)n1,5,-0.1,-0.8,2
CCCCNC(=O)C1CC(c2ccc(F)cc2)=NO1 (stereo unspecified),-2,0.2,1.2,18
O=C(NC1CC1)c1cncc(Br)c1,4,0.5,-1.0,17
Cc1ccc(S(=O)(=O)N2CCN(C(c3ccccc3)c3ccccc3)CC2)cc1C,-5,-0.2,-0.5,12
NC(=O)c1ccc(N2CCCC2)c(N)c1,-6,0.1,-1.1,-9
CC(C)[C@@H]1NC(=O)[C@@H]2C[C@H](NCc3ccc4ncccc4c3)CN2C1=O,9,0.6,0.3,17
COc1cc(N/N=C(\C)c2ccc(N)cc2)nc(-c2ccccc2)n1,-7,0.1,0.6,17
N#Cc1c(-c2ccccc2)nc(SCC(=O)Nc2ccc(F)c(F)c2)[nH]c1=O,-8,0.7,-2.0,-23
CN1CCN(c2ccc(-c3ncc(C(=O)Nc4ccc(Oc5ccccc5)cc4)s3)cc2)CC1,0,0.1,1.7,-12
Cc1ccc(-c2cc(C(F)(F)F)n3nc(C(=O)NCc4ccco4)cc3n2)cc1,4,-0.1,0.5,-6
O=C(Nc1ccccc1Cl)NC1(C(=O)N2CCOCC2)CCCCC1,7,-0.2,0.8,-10
CS(=O)(=O)c1ccc(NCC2CCCO2)c([N+](=O)[O-])c1 (stereo unspecified),1,0.0,0.1,5
CCOC(=O)c1c(C)nc(Nc2nc3ccccc3o2)nc1-c1ccccc1,-5,-0.1,2.1,-6
Cc1ccnc(N2CCN(c3cnccn3)CC2)n1,-46,-0.1,1.4,3
C/C(=N\NC(=O)Cn1c(-c2ccccn2)nc2ccccc21)c1cccc(O)c1,10,-0.1,2.3,11
c1nc2nc(Nc3ccc(N4CCOCC4)cc3)nc(Nc3ccc(N4CCOCC4)cc3)c2[nH]1,28,-0.1,-2.2,17
COCCCN1C(=O)C2C(C(=O)Nc3cccc(OC)c3)C3C=CC2(O3)C1C(=O)NC1CCCCC1 (stereo unspecified),-5,0.0,-0.9,2
O=C(Nc1cccc(-c2ccno2)c1)c1cc(S(=O)(=O)N2CCCCC2)c[nH]1,-1,0.0,-2.8,6
Cn1c(SCC(=O)Nc2ccccc2)nnc1-c1cccc(N)c1,-1,-0.3,0.5,-1
CC1(c2ccc(C#N)cc2)NC(=O)NC1=O (stereo unspecified),-3,-0.1,4.3,3
O=C(NCCc1ccccc1)C1CCC(Cn2c(SCc3ccccc3F)nc3ccccc3c2=O)CC1 (stereo unspecified),-14,0.3,-0.4,2
COc1cccc(-c2noc(C3CCCN(C(=O)Nc4cccc(Cl)c4)C3)n2)c1 (stereo unspecified),-23,0.1,-0.7,12
CC(C)C(C)NC(=O)c1ccc(Cl)cc1 (stereo unspecified),-3,-0.1,1.1,-10
CCN1CCN(CCCN)CC1,12,0.1,4.5,-23
N#Cc1c(-c2ccc(Cl)cc2)cc(-c2cccs2)nc1SCC(=O)Nc1ccccc1I,20,0.0,0.0,0
COc1ccc(CNc2ncnc3c2c(-c2ccccc2)cn3-c2ccc(F)cc2)cc1,-3,-0.1,-0.2,4
NC(=S)NNC(=O)CC(=O)O,-6,-0.2,-2.1,-6
Cc1cccc(-c2noc(CNC(=O)c3ccc(C)c(Cl)c3)n2)c1,7,0.4,0.0,1

# Another view of 3 compounds above.
SMILES	TEAD-YAP block	FBW7 activator	GPR151 activ	MITF primary
CN1CCN(c2ccc(-c3ncc(C(=O)Nc4ccc(Oc5ccccc5)cc4)s3)cc2)CC1	0	0.1	1.7	-12
COc1ccc(CNc2ncnc3c2c(-c2ccccc2)cn3-c2ccc(F)cc2)cc1	-3	-0.1	-0.2	4
CCOc1ccc2nc(NC(=O)c3cn(CC)c4nc(C)ccc4c3=O)sc2c1	-6	-0.2	-1.7	25

# More records follow.
SMILES,TEAD-YAP block,FBW7 activator,GPR151 activ,MITF primary
Cc1nc2c(ncn2-c2ccccc2)c(=O)n1NC(=O)CN1CCCCC1,3,0.1,-0.2,6
COc1ccccc1NC(=O)C(=O)NCCC1CCCCN1S(=O)(=O)c1ccccc1 (stereo unspecified),7,-0.3,2.3,-3
O=C1NN(c2ccccc2)C(=O)/C1=C\C=C\c1ccccc1Cl,12,0.0,1.0,9
Cn1c(=NC(=O)c2ccc3c(c2)OCCO3)sc2c3ccccc3ccc21,-8,0.0,-1.3,7
COc1ccc(N(C(=O)c2ccccc2)S(=O)(=O)c2cccc3cccnc23)cc1,18,0.1,0.1,9
N#CC1(C#N)[C@H](c2ccccc2)[C@@H](C(=O)c2ccccc2)N2C=Cc3ccccc3[C@@H]21,-34,-0.1,-0.7,4
COc1ccccc1C1C(C(C)=O)=C(O)C(=O)N1Cc1ccco1 (stereo unspecified),4,0.8,1.9,6
CSc1ccc(C2SCC(=O)N2c2ccc(Cl)c(Cl)c2)cc1 (stereo unspecified),-6,-0.1,-0.2,4
CCC(C)(C)NC(=O)c1ccc2c(c1)N(CC(=O)Nc1ccc(F)cc1)C(=O)C(C)(C)O2,5,-0.1,0.4,6
C=C(C)CN(CC)c1ncnc2sc(C(=O)N[C@@H](Cc3ccccc3)C(N)=O)c(C)c12,-1,-0.1,1.2,-3
Cn1c(Nc2cccc(C(=O)NC3CCN(Cc4ccccc4)CC3)n2)nc2ccccc21,5,-0.4,-0.1,-3
CCOC(=O)c1cnc2c(-c3ccc(Cl)cc3)c(C)nn2c1C,10,-0.1,0.1,-1
C=C(C)Cn1c(COc2ccc(C)cc2)n[nH]c1=S,0,0.0,0.3,-6
CC(=O)Nc1nc2c(s1)C(=O)CC(c1ccccc1)C2 (stereo unspecified),20,-0.2,1.9,3
CN=C1NC(=O)C(CC(=O)Nc2ccc(C)cc2C)S1 (stereo unspecified),7,0.2,0.9,17
Cc1ccccc1CS/C(Nc1ccccc1)=C(\C#N)C(=O)Nc1ccccc1C,13,0.5,-0.9,18
CCC(C)NC(=O)CSC1=Nc2ccccc2C2=NC(c3ccccc3)C(=O)N12 (stereo unspecified),-11,0.1,-1.3,2
COc1ccc(C(=O)C2CCN(Cc3nnnn3CCc3ccccc3)CC2)cc1,3,0.7,0.4,6
O=C(Nc1cccc([N+](=O)[O-])c1)C1CCC1,6,0.1,0.7,13
c1ccc(Nc2nc(N3CCc4ccccc4C3)nc3c2ncn3-c2ccsc2)cc1,-13,0.0,1.1,-7
O=C(/C=C/c1ccc(Br)o1)c1cccs1,-24,-0.1,1.0,22
C=CCNC(=O)c1ccccc1SC,-3,-0.1,2.9,-5
Cc1cc(C)c(OCCCN2CCOCC2)c(C)c1,-10,-0.1,-1.4,-4
N#Cc1nc(-c2ccccc2F)oc1N1CCCCC1,-9,0.0,-0.8,-7
COc1ccc(NS(=O)(=O)c2ccccc2[N+](=O)[O-])c([N+](=O)[O-])c1,-7,0.7,-0.1,10
OCCC1CN(Cc2cnc(-c3ccccc3)s2)CCN1Cc1ccccc1 (stereo unspecified),4,0.4,1.1,19
CCOc1cc(/C=C2\SC(=O)NC2=O)ccc1OS(=O)(=O)c1ccc(C)cc1,-2,-0.1,0.5,-1
COc1ccc(OC)c(NC(=O)C(CC(=O)O)Cc2ccc(C)cc2)c1 (stereo unspecified),-7,0.2,-1.4,14
CC1=C(C(=O)Nc2cccc(Cl)c2)C(c2ccccc2Cl)NC(=O)N1 (stereo unspecified),-13,0.3,0.7,11
CCOC(=O)COn1c(=O)c(-c2ccc(Br)cc2)[n+]([O-])c2ccccc21,-4,0.1,2.3,6
CCCCCOc1ccc(N2C(=O)CSC2c2ccccc2C(F)(F)F)cc1 (stereo unspecified),-5,0.5,-0.8,-9
Cc1ccc(Nc2nc3ccccc3n3cnnc23)c(C)c1,-1,1.7,0.7,21
C=CCN1C(=O)C2C(C(=O)Nc3cccc(SC)c3)C3C=CC2(O3)C1C(=O)NC1CCCCC1 (stereo unspecified),-3,0.0,-1.3,6
CCOc1ccc2nc(NC3OC(=O)c4c3ccc(OC)c4OC)sc2c1 (stereo unspecified),1,0.0,-2.1,21
CC1CC(C)CN(S(=O)(=O)c2ccc3[nH]cc(C(=O)N4CCC5(CC4)OCCO5)c(=O)c3c2)C1 (stereo unspecified),5,0.0,-0.6,2
CS(=O)(=O)N(CC(=O)Nc1ccccc1C(F)(F)F)c1ccc(Cl)cc1,9,0.1,3.5,8
CCN(CC)C(=O)C1CCCN(C(=O)CN2C(=O)c3ccccc3C2=O)C1 (stereo unspecified),6,-0.1,0.3,-7
COc1ccc(NC(=O)/C(N=Nc2cccc3c(=O)[nH][nH]c(=O)c23)=C(\C)O)cc1,-9,0.2,-1.7,-2
N#CCc1nc2ccccc2s1,-7,0.2,-0.4,-5
CCOc1cc(C2C(C#N)=C(N)Oc3n[nH]c(-c4ccccc4)c32)cc([N+](=O)[O-])c1O (stereo unspecified),-2,-0.3,-0.6,14
CCS(=O)(=O)N1CCC(c2nc3ccccc3[nH]2)CC1,-5,0.0,1.9,6
Cc1cc(NC(=O)CN2C(=O)NC(Cc3c[nH]c4ccccc34)C2=O)no1 (stereo unspecified),0,0.8,-1.0,13
O=C(Nc1ccc(-c2nc3ccccc3o2)c(O)c1)c1cc(Br)ccc1Cl,-8,1.4,0.2,20
CCN(CC)C(=O)C1CCCN(Cc2ccccc2F)C1 (stereo unspecified),-2,0.2,-0.2,20
COc1ccc(-c2cnn3c(NCCN(C)C)ccnc23)cn1,12,0.1,0.1,10
CCN(CC)c1ncnc2sc(C(=O)N3CCCC3)c(C)c12,-7,-0.1,1.9,-7
Oc1ccccc1C1Nc2cccc3cccc(c23)N1,12,0.0,-0.1,-4
COCCN1CC2=C(C1=O)C(c1cccc(OC)c1)NC(=O)N2 (stereo unspecified),-2,0.7,0.9,4
CCOc1ccc(/C(O)=C/C(=O)C(=O)Nc2ccc(I)cc2)cc1,2,0.3,0.3,14
COc1ccc(-c2cn(-c3ccc(OC)cc3)c(SCC(=O)Nc3ccc(C)cc3)n2)cc1,-3,0.1,-0.6,14
Cc1cccc(C)c1-n1c(SCc2cccc([N+](=O)[O-])c2)nc2c(sc(=S)n2-c2c(C)cccc2C)c1=O,-6,-0.1,2.6,1
CCCCNc1nc2c(c(=O)n(C)c(=O)n2C)n1Cc1ccc(Cl)cc1Cl,1,-0.3,0.3,-3
O=C1CSc2ccc(C(=O)NC3CCCc4ccccc43)cc2N1 (stereo unspecified),58*,-0.1,-1.3,2
O=C1CC(C(=O)Nc2cc(F)ccc2F)c2ccccc21 (stereo unspecified),-4,0.0,0.6,10
Cc1ccc(NC(=O)CSc2cn(CC(=O)N3CCCC3)c3ccccc23)c(C)c1,3,-0.1,1.2,21
Cc1cccc(C)c1-n1c(SCC(=O)Nc2cccc(C(F)(F)F)c2)nc2c(sc(=S)n2-c2c(C)cccc2C)c1=O,-6,0.3,-0.2,9
CCOC(=O)C1C(=O)C=C(c2ccc(F)cc2)CC1c1ccc(N(C)C)cc1 (stereo unspecified),-6,-0.4,-0.3,12
N#Cc1ccsc1NC(=O)c1cc(Cl)sc1Cl,6,-0.2,0.8,0

# Exported as labelled records: entries from further up.
Structure: N#Cc1c(-c2ccc(Cl)cc2)cc(-c2cccs2)nc1SCC(=O)Nc1ccccc1I
  TEAD-YAP block = 20; FBW7 activator = 0.0; GPR151 activ = 0.0; MITF primary = 0
Structure: CCC(C)NC(=O)CSC1=Nc2ccccc2C2=NC(c3ccccc3)C(=O)N12 (stereo unspecified)
  TEAD-YAP block = -11; FBW7 activator = 0.1; GPR151 activ = -1.3; MITF primary = 2
Structure: Cc1cc(C)c(OCCCN2CCOCC2)c(C)c1
  TEAD-YAP block = -10; FBW7 activator = -0.1; GPR151 activ = -1.4; MITF primary = -4
Structure: C=C(C)Cn1c(COc2ccc(C)cc2)n[nH]c1=S
  TEAD-YAP block = 0; FBW7 activator = 0.0; GPR151 activ = 0.3; MITF primary = -6
